HttQ103 aggreg: qHTS Multiplex Assay to Identify Dual Action Probes in a Cell Model of Huntington: Aggregate Formation (GFP). PC12 HttQ103-GFP aggregates, Acumen cytometry, 40 h. Potency, µM (titrated, usually from 46.1 µM), for inactives: at the top dose activity change, negative = inhibition, actives largely listed as inhibitors. 220,000 tested, 1.1% active. AID 1688, 2009; note: potency is the fitted concentration of half-maximal effect; % is set by controls: 0 for no effect and ±100 for the full control effect; nearly all actives have a fitted effect of over 60% in size
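Read-out: GFP aggregate count by laser scanning cytometer (488 nm excitation, 500-530 nm emission, 1–25 µm objects >6 SD above background). Cells: PC12, inducible HTTex1-Q103-GFP, 100 nM tebufenozide; compounds titrated.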
HTT cytoprotect: qHTS Multiplex Assay to Identify Dual Action Probes in a Cell Model of Huntington: Cytoprotection (ATP); PC12 HTT-Q103 induced, cytoprotection, ATP luminescence, 40 h; Potency, µM (series often up to 56.4 µM), for the others: cytoprotection (ATP increase), most hits filed as activators; 230,000 tested, 0.14% active; AID 1471, 2008;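 note: potency is the fitted concentration of half-maximal effect; % of control where 0% means no effect; nearly all actives have a fitted effect of over 45% in size; toxic huntingtin expression switched on by the ecdysone agonist tebufenozide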
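Readout: ATPlite luminescence (ATP level). Model: stable PC12, inducible Htt exon1 Q103-GFP. Inducer: tebufenozide, 100 nM final. Compounds: dose series. No G418 in medium.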
IMPase Li cell: qHTS Assay for Identifying the Cell-Membrane Permeable IMPase Inhibitors: Potentiation with Lithium. CHO-M1 cells, IP1 TR-FRET (IP-One), carbachol + lithium. Potency, µM (highest dose often 59.4 µM), for inactives: at the highest dose activity, negative = IMPase inhibition, usual class: inhibitors. AID 1457, 2008. 210,000 tested, 0.35% active;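 note: IP1 builds up when IMPase is blocked and the TR-FRET signal falls; potency is the fitted concentration of half-maximal effect; plate controls were basal vehicle for no effect and high inhibitor control for full effect; nearly all actives have a fitted effect of over 50% in size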
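Test compounds were applied to CHO-M1 cells previously cultured for 16–30 h at 2000 per well. A small lithium amount accompanied them; after 30 min at 37C, IP1 was quantified by TR-FRET.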
LMNA splice mod: qHTS Assay for Modulators of Lamin A Splicing; AID 1487, 2009; 200,000 tested, 0.01% active; Potency, µM (titrated, usually from 46.1 µM), without a hit: at the highest dose ratio change, negative = inhibition, actives largely listed as inhibitors; HeLa LMNA splicing GFP/RFP minigene ratio, 48 h; active = well fitted inhibition curve with a large enough effect in the signal ratio, with a control signal flat, not every such curve was filed as active; inconclusive = small, poorly fitted or top-dose-only effect, or effect the other way, or a change in a side signal; the % refers to the signal ratio; note: potency is the fitted concentration of half-maximal effect; % is set by controls: 0 for no effect and ±100 for the full control effect
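Read-out is the ratio of GFP to DsRed2 object intensity, acquired by 488 nm laser-scanning cytometry on HeLa lamin A-EGFP minigene reporter cells. Compound incubation 48 hrs at 37 °C in Opti-MEM with 2% FBS; DMSO 0.5% final.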
CBFb-RUNX1 inh: qHTS Assay for Compounds Blocking the Interaction Between CBF-beta and RUNX1 for the Treatment of Acute Myeloid Leukemia | Runt-related transcription factor 1 (Homo sapiens) + Core-binding factor subunit beta … | 230,000 tested, under 10 active | Potency, µM (series often up to 59.8 µM), inactives show at the highest dose activity, negative = inhibition, usual class: inhibitors | AlphaScreen CBFb-His/RUNX1-biotin binding, biochemical; note: % of control where 0% means no effect
Target sequence (Q01196 whole entry, looked up): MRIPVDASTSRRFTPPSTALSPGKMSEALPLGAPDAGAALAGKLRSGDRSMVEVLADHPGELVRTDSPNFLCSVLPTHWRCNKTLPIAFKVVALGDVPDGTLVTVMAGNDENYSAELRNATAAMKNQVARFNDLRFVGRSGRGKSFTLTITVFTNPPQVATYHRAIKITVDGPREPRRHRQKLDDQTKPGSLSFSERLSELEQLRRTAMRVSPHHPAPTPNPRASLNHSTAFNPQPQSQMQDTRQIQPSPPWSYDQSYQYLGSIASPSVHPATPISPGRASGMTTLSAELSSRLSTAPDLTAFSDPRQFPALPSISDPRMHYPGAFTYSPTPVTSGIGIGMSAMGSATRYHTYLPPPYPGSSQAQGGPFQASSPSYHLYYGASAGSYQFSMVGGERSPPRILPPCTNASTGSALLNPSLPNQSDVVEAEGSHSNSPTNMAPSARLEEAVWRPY
Target sequence (Q13951 whole entry, looked up): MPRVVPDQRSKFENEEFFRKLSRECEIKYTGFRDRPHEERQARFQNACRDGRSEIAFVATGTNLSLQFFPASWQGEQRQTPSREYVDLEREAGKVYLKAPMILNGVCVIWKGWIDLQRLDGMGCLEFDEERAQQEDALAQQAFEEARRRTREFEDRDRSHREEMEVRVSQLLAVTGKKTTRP
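CBF-beta (His) and RUNX1 (biotin), 30 nM each; 20 min preassociation; + compound, 15 min; + beads 50 ng each (Ni, streptavidin), 90 min; RT; AlphaScreen read.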
KinaseGlo FLuc: Counterscreen for Luciferase (Kinase-Glo TM) Inhibition. Luciferin 4-monooxygenase (Photuris pensylvanica), Q27757. Kinase-Glo luciferase, ATP luminescence, 8 min. Potency, µM (top dose mostly 38.3 µM), for the others: at the top dose activity change, negative = inhibition, usual class: inhibitors. 200,000 tested, 0.28% active. AID 1379, 2008; note: potency is the fitted concentration of half-maximal effect; % is set by controls: 0 for no effect and ±100 for the full control effect; nearly all actives have a fitted effect of over 60% in size
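Luminescence was the read-out, taken after 8-minute incubation at ambient temperature. Luciferase turned over luciferin with 10 uM ATP in imidazole pH 7.2 buffer containing KCl, MgCl2, Tween 20 and BSA.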
SMN2 splice enh: qHTS Assay for Enhancers of SMN2 Splice Variant Expression; 210,000 tested, 2.8% active; Potency, µM (titrated, usually from 46.1 µM), for the others: at the top dose activity change, positive = activation, actives largely listed as activators; HEK293 SMN2-luciferase splicing reporter, luminescence, 30-36 h; note: potency is the fitted concentration of half-maximal effect; % of control where 0% means no effect; nearly all actives have a fitted effect of over 55% in size
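qHTS luciferase splicing reporter: luminescence rises when SMN2 exon 7 is included in transfected HEK293 cells. Compound exposure lasted 30-36 h at 37C, with 4.5 mM final sodium butyrate as control, followed by a ONE-Glo read.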
Numbers without * were called inactive; ? = inconclusive; nt = not tested or not shown; & = joins results of further samples; [ ] = dose if it differs, or a comment. Unless noted, calls come from the whole dose curve; as a rule, active = well fitted curve in the direction sought with a large enough effect; inconclusive = small, poorly fitted or top-dose-only effect, or another doubt; inactive = no such curve, though single readings can be large; an effect the other way counts as inactive or inconclusive.

(1) Cc1ccc(N=c2c([N+](=O)[O-])nn(-c3ccccc3)n2O)c(C)c1
(2) COc1ccccc1NC(=S)NC(=O)C1CC1
(3) COC(=O)N/N=C(\C)c1ccccc1OC(F)F
(4) COC(C(=O)Nc1ccc(Br)cc1F)c1ccccc1 (stereo not given)
(5) O=C(NCc1ccccc1Cl)c1cc([N+](=O)[O-])ccc1Cl
(6) Cc1ccc(NC(=O)C(C)Sc2nnc(-c3cccnc3)n2-c2ccccc2)cc1 (stereo not given)
(7) Cn1c(N2CCCCC2)nc2c1c(=O)[nH]c(=O)n2C
(8) COc1cc(C(CCN2CCCCC2)c2c(OC)cc(OC)c3c(-c4ccccc4)cc(=O)oc23)cc(OC)c1OC (stereo not given)
assay / compound	1	2	3	4	5	6	7	8
HttQ103 aggreg	4%	-8%	-4%	22%	3%[9.22 µM]	9%	21%	15%[9.22 µM]
HTT cytoprotect	-24%	nt	nt	-12%[10 µM]	6%[10 µM]	20%	-24%[0.074 µM]	-9%[10 µM]
IMPase Li cell	17%[38.3 µM]	-3%	-4%	2%	5%	31%[activator][38.3 µM]	7%[38.3 µM]	nt
LMNA splice mod	?	1%	-8%	nt	nt	-8%	-5%	nt
CBFb-RUNX1 inh	?	-2%	10%	4%	1%	2%	3%	-7%&2%
KinaseGlo FLuc	-4%	-4%	0%	-1%	4%	-4%	3%	nt
SMN2 splice enh	-32%[inhibitor]	1%	-17%	-5%	-12%	1%	9%	nt

(9) CCCN1CCCc2cc(CN(CCCN3CCOCC3)C(=O)Nc3ccc(OCC)cc3)ccc21
(10) COc1ccc(OC)c2sc(NNC(=O)COc3ccccc3)nc12
(11) O=C(CSCc1ccc([N+](=O)[O-])cc1)NC1CCCCCC1
(12) Cc1ccc(S(=O)(=O)NCCCCCC(=O)Nc2ccccn2)cc1
(13) CC(O)C#C[Si](C)(C)c1ccccc1 (stereo not given)
(14) CCc1ccc(NC(=O)CSc2nc3cc(C(=O)OC)ccc3c(=O)n2Cc2ccco2)cc1
(15) O=C(CSc1ccc(-c2cccnc2)nn1)N1CCCC1
(16) O=C(COc1ccccc1)N1CCc2ccccc2C1
assay / compound	9	10	11	12	13	14	15	16
HttQ103 aggreg	28%[1.84 µM]	18%	18%	-10%	nt	-1%	-13%	-4%
HTT cytoprotect	-67%[inhibitor]	nt	-2%	6%	1%	-2%	-31%	8%[10 µM]
IMPase Li cell	47%[activator][38.3 µM]	0%	15%	23%[38.3 µM]	10%	-12%[38.3 µM]	8%	4%
LMNA splice mod	-6%[46 µM]	nt	nt	-12%	nt	5%	nt	-2%
CBFb-RUNX1 inh	?	-5%	2%	5%	-8%	3%	0%	8%
KinaseGlo FLuc	2%	3%	3%	-2%	1%	-3%	-2%	1%
SMN2 splice enh	-4%	?	-10%	3%	7%	-11%	-2%	4%

2 records drawn at random from those above, as already listed:
(10) COc1ccc(OC)c2sc(NNC(=O)COc3ccccc3)nc12
(14) CCc1ccc(NC(=O)CSc2nc3cc(C(=O)OC)ccc3c(=O)n2Cc2ccco2)cc1
assay / compound	10	14
HttQ103 aggreg	18%	-1%
HTT cytoprotect	nt	-2%
IMPase Li cell	0%	-12%[38.3 µM]
LMNA splice mod	nt	5%
CBFb-RUNX1 inh	-5%	3%
KinaseGlo FLuc	3%	-3%
SMN2 splice enh	?	-11%

Carrying on:
(17) COC(=O)Nc1nnc(-c2ccco2)s1
(18) CCOc1ccccc1N1CCN(c2nc(N)c(C#N)c(CC#N)c2C#N)CC1
(19) Cc1ccc(C(=O)N(c2ccccn2)C(C)c2ccco2)cc1C (stereo not given)
(20) CC1(C2CC2)NC(=O)N(CC(=O)Nc2ccccc2-c2ccccc2)C1=O (stereo not given)
(21) CC(C)CC(NC(=O)C(CC(C)C)NC(=O)OC(C)(C)C)C(=O)O (stereo not given)
(22) O=C(/C=C/c1ccc(Cl)cc1Cl)NCc1ccco1
(23) Cc1cccc2c1Sc1ccccc1CC2=O
(24) O=C(Nc1cccc(NC(=O)c2cccs2)c1)c1ccc2c(c1)OCCO2
assay / compound	17	18	19	20	21	22	23	24
HttQ103 aggreg	2%[9.22 µM]	1%	1%	4%	-7%	-22%	16%	-12%[9.22 µM]
HTT cytoprotect	27%[10 µM]	9%	8%	-44%	7%[10 µM]	-9%	?	-16%[10 µM]
IMPase Li cell	nt	34%[activator][38.3 µM]	36%[38.3 µM]	-5%	5%[38.3 µM]	1%[38.3 µM]	-15%[38.3 µM]	-1%
LMNA splice mod	nt	-5%	-17%	0%[46 µM]	-6%	12%[0.0737 µM]	8%	nt
CBFb-RUNX1 inh	7%	-15%	-3%	5%	-5%	-1%	8%	-8%
KinaseGlo FLuc	nt	-6%	-5%	-2%	0%	-2%	4%	-6%
SMN2 splice enh	nt	-10%	-21%	-4%	6%	6%	1%	nt

(25) CC(=C\C(=O)O)/C(=C/c1ccccc1)C(=O)O
(26) COc1ccc(C2/C=C\CN(C(=O)C3CC3)CC(=O)N2Cc2ccc(F)cc2)cc1 (stereo not given)
(27) Cn1c(=O)c2c(nc(CN3CCOCC3)n2CCCO)n(C)c1=O
(28) CC(C)(C)CN1CCNC(=O)C1CC(=O)N1CCN(c2ccccc2)CC1 (stereo not given)
(29) Cc1ccc(C(=O)CSc2nnc(COc3ccc(C#N)cc3)n2-c2ccccc2)cc1
(30) O=C(CSc1nc2c(c(=O)n1-c1ccc(Br)cc1)SCC2)NCc1ccco1
(31) COc1ccccc1OCCOCCOc1ccc(C)cc1Br
(32) Cc1ccccc1COC[C@H](CC(C)C)N1CCN(C(=O)c2cccc(C(F)(F)F)c2)CCC1=O
assay / compound	25	26	27	28	29	30	31	32
HttQ103 aggreg	-1%	-7%[9.22 µM]	-10%	-11%[9.22 µM]	-5%	-8%	-3%	-18%
HTT cytoprotect	16%	-2%[10 µM]	-11%[10 µM]	-10%[10 µM]	1%[1.9 µM]	8%	5%[10 µM]	nt
IMPase Li cell	3%[38.3 µM]	nt	-14%[38.3 µM]	nt	8%	33%[38.3 µM]	4%	10%
LMNA splice mod	10%[0.0737 µM]	nt	1%	nt	-8%	16%	-10%	?
CBFb-RUNX1 inh	5%	6%&4%	8%	2%	-6%	-6%	?	5%[2.36 µM]
KinaseGlo FLuc	-3%	nt	-1%	nt	-4%	-3%	-2%	-1%
SMN2 splice enh	-2%	nt	-17%	nt	-26%	-5%	5%	-27%

(33) Cc1cccc(Cc2nnc(CCC(=O)N3CCCC(CN4CCOCC4)C3)o2)c1 (stereo not given)
(34) Fc1cccc(F)c1/C=N/NC(=S)Nc1cccnc1
(35) Cn1nc(C(F)(F)F)c(CO)c1Sc1ccc(F)cc1
(36) C=CCNc1ncnc2c1cnn2-c1cccc(C)c1
(37) COc1cc(NC(=O)CN2C(=O)NC(c3ccccc3)(c3ccccc3)C2=O)c(C)cc1[N+](=O)[O-]
(38) CC(=O)ON1C(C)(C)CC(OC(=O)c2ccccc2)CC1(C)C
(39) COC(=O)c1ccccc1NC(=O)c1ccco1
(40) C=CCn1c(SCC(=O)c2cc(C)n(CCOC)c2C)nc2sc(C)c(C)c2c1=O
assay / compound	33	34	35	36	37	38	39	40
HttQ103 aggreg	11%[9.22 µM]	9%	-25%	-24%	-4%	-2%	2%	0%
HTT cytoprotect	5%[10 µM]	-9%[10 µM]	14%[10 µM]	3%[10 µM]	-1%[10 µM]	-61%[inhibitor]	-1%	1%
IMPase Li cell	8%	-3%	4%	19%[38.3 µM]	3%	18%[38.3 µM]	12%[38.3 µM]	35%[activator][38.3 µM]
LMNA splice mod	-3%[46 µM]	?	14%[46 µM]	?	-7%	-8%	5%	8%
CBFb-RUNX1 inh	-2%	-19%	7%	12%	-18%	8%	2%	-7%
KinaseGlo FLuc	-6%	-2%	0%	2%	0%	4%	1%	2%
SMN2 splice enh	nt	-5%	-2%	11µM*	-6%	7%	-11%	-24%

(41) Clc1ccc(CSc2nnnn2-c2ccc3c(c2)OCO3)c(Cl)c1
(42) Cn1nnnc1SCc1c(F)cccc1F
(43) Cc1cc(Cl)ccc1OCC(O)CN1C(C)CCCC1C (stereo not given)
(44) O=[N+]([O-])c1cc(CSC2=NCCN2)ccc1O
(45) O=C(C[n+]1ccc(C(=O)N/N=C/c2ccc(OCc3ccccc3)cc2)cc1)c1ccccc1
(46) CCCCCCC(=O)OC1CC(C)(C)NC(C)(C)C1
(47) CCOc1ccc(NC(=O)COC(=O)Cc2ccc(S(=O)(=O)N3CCOCC3)s2)cc1
(48) CCCCS/C(=C(/C#N)C(N)=O)c1cc2c([nH]1)CCCC2
assay / compound	41	42	43	44	45	46	47	48
HttQ103 aggreg	?	-27%	22%	0%[9.22 µM]	-4%	nt	-7%	-20%
HTT cytoprotect	9%	-2%	-40%[inhibitor]	-6%[10 µM]	-33%	nt	-11%	9%
IMPase Li cell	15%[38.3 µM]	3%[38.3 µM]	10%	nt	24%[38.3 µM]	1%	30%[activator][38.3 µM]	28%[38.3 µM]
LMNA splice mod	?	-3%	?	nt	1%	nt	21%	?
CBFb-RUNX1 inh	?	7%	10%	3%	?	7%&19%	-7%	-27%
KinaseGlo FLuc	-4%	1%	-2%	nt	-3%	0%[39.9 µM]	-3%	-1%
SMN2 splice enh	23%	10%	-31%[inhibitor]	nt	-3%	nt	-8%	-24%

(49) CCC(C)(C)n1nnnc1C(c1cccs1)N1CCc2ccccc21 (stereo not given)
(50) Cc1ccc(Sc2cnc(N)nc2C)cc1
(51) Cc1occc1-c1nnc(SCC(=O)N(C)C)o1
(52) CCC(C)NS(=O)(=O)c1ccc(-c2csnn2)s1 (stereo not given)
assay / compound	49	50	51	52
HttQ103 aggreg	?	-16%[9.22 µM]	-1%[9.22 µM]	-3%
HTT cytoprotect	-14%	-15%[10 µM]	-19%	13%
IMPase Li cell	28%[38.3 µM]	-1%	-7%[38.3 µM]	10%[38.3 µM]
LMNA splice mod	?	7%[46 µM]	-4%	-6%
CBFb-RUNX1 inh	-1%	-8%	-5%	-2%
KinaseGlo FLuc	-2%	0%	3%	-1%
SMN2 splice enh	-15%	4%	-7%	-1%

High-throughput results: PubChem BioAssay, National Center for Advancing Translational Sciences (NCATS)
